HepG2 tox: kills HepG2 cells in TGF-b inhibitor counter-screen | HepG2 CAGA-GFP viability, ATP luminescence, 18 h | Potency, µM (top dose mostly 46.1 µM), without a hit: top-dose activity change, negative = cytotoxicity, most hits filed as cytotoxic | AID 588856 | actives 0.76% (n = 410,000); further: potency means the concentration at half of the fitted maximal effect; some results filed as inactive show a strong effect at the top dose
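HepG2 CAGA-GFP cells (1000/well, DMEM with 1% FBS) received compound, then TGF-beta at 500 pg/mL final, and were incubated 18 hours at 37 degrees C. Viability was read by CellTiter-Glo luminescence. Media-only wells were set as complete cell-killing and DMSO as no toxicity.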
ATXN2 expr inh: reduces ATXN2 reporter expression in HEK-293 cells; Potency, µM (top dose mostly 57 µM), inactives show at the top dose activity change, negative = inhibition, most hits filed as inhibitors; actives 0.72% (n = 360,000); HEK-293 ATXN2-luciferase reporter, luminescence, 24 h; further: potency means the concentration at half of the fitted maximal effect; on the % scale 0 is the no-effect control and ±100 the full control effect; nearly all actives have a fitted effect of over 55% in size
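ATXN2-luciferase reporter cells (luciferase flanked by upstream and downstream ATXN2 gene portions) were treated 24 h at 37 °C with compounds at up to 57 uM. SteadyGlo luminescence gave expression; GF-AFC fluorescence gave viability.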
EPAC2 agonist: EPAC2 (human) agonism | EPAC2 activation, biochemical qHTS; response scale: 100% = 6.5 mM cAMP response | Potency, µM (highest dose often 154 µM), for inactives: at the top dose activation, hits mostly activators | Q8WZA2 | actives 0.079% (n = 360,000); further: potency means the concentration at half of the fitted maximal effect; nearly all actives have a fitted effect of over 50% in size
Target sequence (Q8WZA2 whole entry, looked up): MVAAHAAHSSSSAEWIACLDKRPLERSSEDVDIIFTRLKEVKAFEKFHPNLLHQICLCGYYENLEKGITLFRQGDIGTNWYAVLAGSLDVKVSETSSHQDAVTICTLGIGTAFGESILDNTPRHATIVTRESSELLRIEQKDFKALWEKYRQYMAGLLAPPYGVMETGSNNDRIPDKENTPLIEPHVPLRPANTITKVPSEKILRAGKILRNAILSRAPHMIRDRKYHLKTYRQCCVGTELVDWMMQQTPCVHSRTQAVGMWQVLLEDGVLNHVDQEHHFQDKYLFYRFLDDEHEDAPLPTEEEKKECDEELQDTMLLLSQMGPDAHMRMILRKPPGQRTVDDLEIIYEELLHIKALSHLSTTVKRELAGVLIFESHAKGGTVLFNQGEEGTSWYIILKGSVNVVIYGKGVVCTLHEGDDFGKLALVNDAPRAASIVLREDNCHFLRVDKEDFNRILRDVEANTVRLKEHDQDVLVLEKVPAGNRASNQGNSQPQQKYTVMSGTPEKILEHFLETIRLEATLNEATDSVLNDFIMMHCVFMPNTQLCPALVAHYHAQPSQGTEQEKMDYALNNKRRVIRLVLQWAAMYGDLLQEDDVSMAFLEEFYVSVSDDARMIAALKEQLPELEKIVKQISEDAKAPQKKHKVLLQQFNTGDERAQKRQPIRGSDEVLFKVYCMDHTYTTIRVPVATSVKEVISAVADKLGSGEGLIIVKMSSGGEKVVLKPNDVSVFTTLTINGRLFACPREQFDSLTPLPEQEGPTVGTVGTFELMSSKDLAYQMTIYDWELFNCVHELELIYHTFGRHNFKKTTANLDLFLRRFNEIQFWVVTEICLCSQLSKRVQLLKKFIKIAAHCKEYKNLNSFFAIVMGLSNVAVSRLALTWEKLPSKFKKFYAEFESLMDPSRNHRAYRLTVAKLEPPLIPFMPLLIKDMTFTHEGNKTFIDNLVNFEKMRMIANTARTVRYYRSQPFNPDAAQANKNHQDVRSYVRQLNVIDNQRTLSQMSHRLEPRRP
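Compounds were titrated in qHTS against a Rap1B-BODIPY-GDP (250 nM) complex with EPAC2 (100 nM) and GDP (50 uM). BODIPY-GDP release tracked at 480/540 nm over 30 min at room temperature, normalized to 6.5 mM cAMP.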
Nrf2 inh: inhibitors of Nrf2 signaling. A549 ARE-Fluc reporter, luciferase luminescence, 18-24 h. Potency, µM (top dose mostly 46 µM), for the others: at the highest dose activity change, negative = inhibition, actives largely listed as inhibitors. actives 2.1% (n = 360,000). AID 504444; further: potency means the concentration at half of the fitted maximal effect; on the % scale 0 is the no-effect control and ±100 the full control effect; nearly all actives have a fitted effect of over 60% in size
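Cells were seeded and rested 2 h, then exposed to compounds for 18-24 h. CellTiter-Fluor was read first as a viability measure. BugLite was added 15 min before the final luminescent read of ARE-luciferase activity in A549 cells.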
Nrf2 activator: activators of Nrf2 (ARE) signaling | actives 0.31% (n = 410,000) | Potency, µM (titrated, usually from 46.1 µM), for the others: top-dose activation, usual class: activators | AREc32 ARE-luciferase reporter (MCF7-derived line), luminescence, 24 h; further: potency means the concentration at half of the fitted maximal effect; % of control where 0% means no effect; nearly all actives have a fitted effect of over 65% in size
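Quantitative high-throughput format: AREc32 reporter cells, 1000 per well, received compound by pin transfer and were incubated 24 hr at 37 deg C, 5% CO2, before Steady-Glo luminescence detection.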
TGFb SMAD3 inh: TGF-b pathway inhibition. HepG2 CAGA-GFP TGF-b/SMAD3 reporter, GFP fluorescence, 18 h; TGF-beta stimulated, 500 pg/mL final. Potency, µM (doses to about 46.1 µM), for inactives: at the highest dose activity, negative = inhibition, most hits filed as inhibitors. actives 1.2% (n = 410,000). AID 588855; further: potency means the concentration at half of the fitted maximal effect; on the % scale 0 is the no-effect control and ±100 the full control effect; nearly all actives have a fitted effect of over 65% in size
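HEPG2 CAGA-GFP reporter cells (1000/well, DMEM with 1% FBS) received compounds, then recombinant TGF-beta at 500 pg/mL final for 18 hours at 37 degrees C. Per-cell GFP summed per well was normalised to unstimulated and stimulated DMSO controls before curve fitting.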
IL-2 act: IL-2 activation; activation, % (series mostly up to about 46 µM); actives 0.065% (n = 360,000); IL-2 activation reporter assay, cell-based qHTS; stimulated with anti-CD3/CD4/CD28 beads; in transgenic mouse T cells; AID 652025; in the data active means activation above about 50%; inconclusive means mostly about 30% to 49%; further: 0% is about no effect
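Unstimulated transgenic mouse T cells; 60-min compound exposure; bead-based TCR/CD4/CD28 stimulation; 18 h culture, 37 degrees C; dual fluorescence (EGFP, DsRed) plate cytometry.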
ATXN viability: reduces viability in counter-screen for ATXN expression inhibitors | S2 cells (HEK-293 line with an ATXN2-luciferase reporter) viability, CellTiter-Fluor protease fluorescence, 24 h | Potency, µM (titrated, usually from 56.7 µM), hits mostly cytotoxic | actives 0.49% (n = 400,000) | AID 651635; further: potency means the concentration at half of the fitted maximal effect; nearly all actives have a fitted effect of over 40% in size
A549 tox: kills or reduces viability of A549 cells in Nrf2 counter-screen; Potency, µM (top dose mostly 46 µM), without a hit: top-dose activity change, negative = cytotoxicity, hits mostly inhibitors; actives 0.16% (n = 390,000); A549 ARE-Fluc cells, CellTiter-Fluor viability, 18-24 h; further: potency means the concentration at half of the fitted maximal effect; on the % scale 0 is the no-effect control and ±100 the full control effect
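A549 ARE-Fluc cells in 5% FBS OPTI-MEM, 5000 cells/well, rested 2 h then exposed to compounds in concentration-response for 18-24 h at 37 °C. Viability by CellTiter-Fluor fluorescence (Ex 405/Em 525) after 30 min; luciferase luminescence (BugLite, 15 min, RT) read afterwards.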
* hit, by the source's call; i = inactive; u = inconclusive; x = no result given; [ ] = another dose, or the depositor's remark. Unless noted, the call rests on the fitted dose curve; in most records, active means well fitted curve in the direction sought with a large enough effect; inconclusive means small, poorly fitted or top-dose-only effect, or another doubt; inactive means no such curve, though single readings can be large; an effect the other way counts as inactive or inconclusive.

mol | HepG2 tox | ATXN2 expr inh | EPAC2 agonist | Nrf2 inh | Nrf2 activator | TGFb SMAD3 inh | IL-2 act | ATXN viability | A549 tox
CC(C)[C@@H]1Cc2[nH]n(C)c(=O)c2[C@H](c2ccc(Cl)cc2)O1 | x | 9% | 1% | x | -0.5% | x | -1.2 | i | x
COc1cc2nc(CN3CCC(C(O)(c4ccccc4)c4ccccc4)CC3)[nH]c(=O)c2cc1OC | 24% | -24% | 10% | -20% | 0.0% | 0% | 1.2 | i | u
COc1ccc(NC(=O)c2ccc(-c3nc(CSc4ccccc4)c(C)o3)cc2)c(OC)c1 | -25% | -2% | x | -26% | 0.1% | -16% | x | i | 9%
COc1ccc(/C=C/C(=O)N(c2ccccn2)C2CCCCC2)cc1OC | -1% | -1%[11.3 µM] | 2% | -17% | -0.2% | 0% | -3.8 | u | 2%
O=C(O)COc1ccc2c(-c3ccccc3)cc(=O)oc2c1 | -13% | 12% | 7% | 5% | -0.5% | -25% | 1.5 | u | -1%
COc1ccc(CCN(CC(=O)NCc2ccc(F)cc2)C(=O)c2snc(C(N)=O)c2N)cc1OC | 0% | -11% | 11% | 1% | 0.4% | 0% | -0.2 | i | -5%
COc1cccc(-c2nc(CS(=O)(=O)CC(=O)N3CCc4ccccc43)c(C)o2)c1 | -12% | -5% | 2% | -25% | -0.4% | -8% | -1.8 | i | -3%
CCCC1Nc2ccc(C(=O)O)cc2C2C=CCC12 (stereo not given) | -24% | 10% | -4% | 13% | 0.3% | -25% | 0.8 | i | -4%
C=CCNC(=O)Cc1ccc(S(=O)(=O)N2CCOCC2)s1 | -20% | x | 5% | 2% | 0.2% | 22% | 0.8 | u | 2%
O=C(NCNC(=O)c1ccccc1)c1ccccc1 | -6% | 5% | 8% | -22% | 0.3% | 17% | -0.8 | i | 15%
COc1ccc2oc(C(=O)C3CC3)c(N)c2c1 | -11% | 69%[activator] | 1% | x | 5.9% | 1% | -1.1 | i | 1%
CC1(C)C/C(=N/Nc2ccc([N+](=O)[O-])cc2[N+](=O)[O-])C(C)(C)O1 | -17% | -25% | 12% | u | 0.7% | 2% | -5.4 | i | u
O=C(NC(=S)NNC(=O)c1ccccc1O)c1cccnc1 | 1% | x | -2% | 1% | 0.0% | 0% | -0.2 | u | -3%
Cc1ccccc1OCC(=O)NNC(=O)CSc1nc(N)cc(N)n1 | 2% | -4% | 7% | 4% | -0.5% | 0% | 0.3 | i | -11%
Cc1ccc(OCC(=O)OCc2c(C)noc2C)cc1C | 2% | -11% | -8% | 5% | -0.6% | 16% | 2.4 | i | -4%
O=C(c1cc(F)cc2c1OCOC2)N1CCN(c2ccc(F)cc2)CC1 | 26% | -14% | 8% | 4% | 2.7% | 1% | 0.4 | i | 4%
CCN(CC)CCn1c(-c2ccccc2)nc(=S)c2c1CC(C)(C)OC2 | -2% | -1% | 3% | u | 0.1% | -3% | -0.6 | i | 0%
COc1ccc(C2CC(=O)C3=C(C2)Nc2ccccc2N(C(=O)CCC(=O)O)C3c2ccc(F)cc2)cc1OC (stereo not given) | -13% | 8% | 7% | -7% | -0.1% | 1% | -1.0 | i | 3%
O=S1(=O)CCOC[C@H](Cc2ccccc2)N1Cc1cccc(F)c1 | -5% | -3% | 7% | -26% | 0.5% | u | -3.5 | i | 1%
COc1ccc(Br)cc1/C=N/N1CCN(Cc2ccccc2)CC1 | -4% | 1% | 23% | 19% | 9.9% | 0% | -1.0 | i | 1%
COC(=O)Cc1c(C)c2ccc(OCC(=O)NCc3ccc4c(c3)OCO4)cc2oc1=O | -31% | -14% | 9% | -4% | -0.3% | 7% | -0.6 | i | 3%
COc1ccccc1CNS(=O)(=O)c1csc(C(N)=O)c1 | -10% | 2% | 3% | -16% | 0.3% | -7% | -2.1 | i | -1%
O=C(Cn1c(=O)oc2ccccc21)Nc1nc(-c2ccccc2)cs1 | -14% | -16% | 4% | -28% | 1.8% | -6% | 1.1 | i | 10%
COC(=O)C1Cc2c([nH]c3ccccc23)C2CCC(=O)N12 (stereo not given) | -26% | x | -2% | x | 2.3% | 2% | 0.3 | i | x
O=C(NCc1ccc(F)cc1)C(C(=O)NCc1ccc(F)cc1)c1ncc(C(F)(F)F)cc1Cl | -5% | -2%[11.3 µM] | -6% | -2% | -0.3% | -3% | -1.6 | i | 8%
O=C(c1cc([N+](=O)[O-])ccc1Cl)N1CCN(Cc2ccccc2)CC1 | 14µM* | -17% | 15% | -9% | 0.1% | -5% | 0.2 | i | 1%
Cc1ccc(S(=O)(=O)Nc2cc3c(cc2C)n(C)c(=O)c(=O)n3C)c(C)c1 | 3% | x | x | u | 4.6% | x | x | x | -5%
CC1CCCN(S(=O)(=O)c2cc(C(=O)NCCc3ccc(S(N)(=O)=O)cc3)ccc2Cl)C1 (stereo not given) | -7% | -26% | 6% | 4.1µM* | 0.3% | u | 0.2 | u | u
COC(=O)C1C(=O)c2c([nH]c(C(=O)OCC3CCCO3)c2C)CC1C (stereo not given) | 13% | 4% | 10% | u | 4.0% | 29% | -1.6 | i | -4%
COCC(C)NCc1ccc(C)cc1C (stereo not given) | -11% | -3% | -4% | x | -0.3% | -22% | 2.6 | i | -7%
c1ccc(C2=Nn3c(nnc3-c3ccccn3)SC2)cc1 | 2% | 4% | -6% | -3% | -0.3% | 28% | -2.5 | i | 0%
COCCNC(=O)C(c1ccc(C)o1)N(C(=O)c1snc(C(N)=O)c1N)c1cc(C)cc(C)c1 (stereo not given) | 1% | -12% | -5% | u | -0.3% | -16% | 0.6 | i | -15%
CCOC(=O)CC(=O)CSc1nc2ccccc2c(=O)n1-c1ccc(C(=O)N2CCOCC2)cc1 | -13% | 2% | 7% | -1% | 0.4% | -7% | -3.4 | i | -12%
CCCc1cc(C(=O)OC)c(NC(=O)c2cc(C)on2)s1 | -8% | -14% | 2% | u | 0.1% | -23% | -2.0 | i | -20%
Cc1nc2nc(SCC(=O)NCCCN3CCCCCC3)nn2c(C)c1Cc1ccccc1 | -24% | 9% | 6% | 5% | 0.0% | -6% | -0.8 | i | 1%
CCOC(=O)c1nn(-c2ccc(Cl)cc2C)ccc1=O | -1% | -3% | 11% | 1% | 0.4% | -14% | 1.3 | i | 6%
COc1ccc2cc(C(=O)O)n(CC(=O)c3ccccc3)c2c1 | 0% | 3% | 1% | 0% | 6.3% | -5% | 0.1 | i | -1%
O=c1c(N2CCOCC2)c(N2CCOCC2)c1=O | -14% | -13% | 1% | 6% | -0.7% | u | -0.2 | i | 0%
O=C(NNc1cccc(Cl)n1)c1cccnc1Cl | -6% | x | 12% | 4% | 1.9% | -8% | 2.1 | i | 29%
COCCn1c(-c2ccc(Br)cc2)csc1=Nc1cccnc1 | -6% | -28% | -3% | 18µM* | 2.6% | u | -0.7 | i | -15%
COc1ccc(CNC(=O)C2CCN(c3nn4c(=O)cc(C)nc4s3)CC2)cc1 | -17% | x | -1% | 2% | 1.6% | -23% | 0.2 | i | 0%
COc1ccc(-c2csc(C(O)(c3ccccc3)C(F)(F)F)n2)cn1 (stereo not given) | -41% | -3% | 9% | x | 1.2% | u | -0.2 | i | x
CC1=C(OC(=O)c2ccc(Br)cc2)C(C)(C)C(c2ccccc2)OC1=O (stereo not given) | 5% | -4% | 3% | x | -0.4% | -17% | -3.3 | i | -1%
COC(=O)C1=C(NC(=O)c2ccccc2[N+](=O)[O-])CCS1 | -13% | -3% | 0% | u | 0.4% | -13% | 0.0 | i | -4%
O=S(=O)(NCC1CCCO1)c1cccc(S(=O)(=O)N2CCCC2)c1 (stereo not given) | -18% | -6% | 5% | x | -0.1% | 3% | -0.4 | i | 1%
Cc1ccc(C(=O)C(SC(C)(C)C)n2cncn2)cc1 (stereo not given) | -12% | -8% | 4% | 2% | -0.1% | -12% | -0.7 | i | 2%
COc1ccc(-n2cc(-c3ccc(OC)c(OC)c3)[nH]c2=S)cc1 | -16% | x | 4% | 9% | 4.8% | u | -0.6 | i | -22%
COCCNC(=O)c1cc2nc3c(c(C(F)(F)F)n2n1)CCc1ccccc1-3 | -1% | u | 0% | -2% | 3.7% | -7% | -2.0 | x | 6%
COc1ccc(S(=O)(=O)N2CCN(C3CCCC(C)C3)CC2)cc1 (stereo not given) | -10% | -4% | 7% | -1% | 0.6% | -1% | -0.2 | i | 1%
CCOC(=O)c1[nH]c(C)c(C(=O)NCc2ccc(F)cc2)c1C | -3% | -19% | x | -29% | 0.0% | -5% | x | i | -4%
COc1ccccc1-c1oc2ccccc2c1C#CC(C)(C)O | -3% | -8% | 14% | 8% | 4.7% | u | -0.2 | u | 3%
CC(C)(C)NS(=O)(=O)c1ccc(N2C(=O)c3ccccc3C2=O)cc1 | -12% | x | 7% | 1% | 0.4% | -11% | -0.6 | x | -10%
O=[N+]([O-])c1ccc(Nc2cccc3c2[nH]c2c(-c4ccccc4)nccc23)c([N+](=O)[O-])c1 | -34% | 12% | 4% | -20% | 0.0% | -7% | -3.2 | i | -19%
COc1ccc2nc(SCC(=O)O)nc(C)c2c1 | 5% | 0% | -2% | 23% | 0.3% | 1% | 4.7 | i | -1%
C#CCOCC1CNC(=S)O1 (stereo not given) | 3% | x | 4% | x | -0.2% | -14% | 0.6 | i | x

2 records picked at random from those above, as already listed:
mol | HepG2 tox | ATXN2 expr inh | EPAC2 agonist | Nrf2 inh | Nrf2 activator | TGFb SMAD3 inh | IL-2 act | ATXN viability | A549 tox
COCCn1c(-c2ccc(Br)cc2)csc1=Nc1cccnc1 | -6% | -28% | -3% | 18µM* | 2.6% | u | -0.7 | i | -15%
O=C(NC(=S)NNC(=O)c1ccccc1O)c1cccnc1 | 1% | x | -2% | 1% | 0.0% | 0% | -0.2 | u | -3%

Screening results deposited in PubChem BioAssay by National Center for Advancing Translational Sciences (NCATS).
